High-throughput results as filed in PubChem BioAssay.
UBC13 inh: UBC13 polyubiquitin chain formation inhibitors, primary screen, biochemical, TR-FRET, uHTS | Ubiquitin-conjugating enzyme E2 N (Homo sapiens), P61088 | inhibition, % at 20 µM | actives 0.47% (n = 330,000); in the data active = inhibition above about 45%, passing the limit was not always enough
Target sequence (P61088 whole entry, looked up): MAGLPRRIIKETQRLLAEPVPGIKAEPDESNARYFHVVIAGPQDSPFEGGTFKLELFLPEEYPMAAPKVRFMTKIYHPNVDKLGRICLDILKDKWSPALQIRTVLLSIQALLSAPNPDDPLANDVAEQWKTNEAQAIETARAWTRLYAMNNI
SENP7 block: SENP7 protease inhibitors, primary screen, biochemical, luminescence, uHTS; inhibition, % at 5 µM; actives 1.5% (n = 330,000); Sentrin-specific protease 7 (Homo sapiens), Q9BQF6; recombinant SENP7, Z-RLRGG-aminoluciferin luminescence, 40 min;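 active = inhibition above about 50% at the single test dose, limit read from the data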;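 note: plate controls were DMSO with enzyme for no effect and no enzyme buffer wells for full effect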
Target sequence (Q9BQF6 706-1050 limits assumed): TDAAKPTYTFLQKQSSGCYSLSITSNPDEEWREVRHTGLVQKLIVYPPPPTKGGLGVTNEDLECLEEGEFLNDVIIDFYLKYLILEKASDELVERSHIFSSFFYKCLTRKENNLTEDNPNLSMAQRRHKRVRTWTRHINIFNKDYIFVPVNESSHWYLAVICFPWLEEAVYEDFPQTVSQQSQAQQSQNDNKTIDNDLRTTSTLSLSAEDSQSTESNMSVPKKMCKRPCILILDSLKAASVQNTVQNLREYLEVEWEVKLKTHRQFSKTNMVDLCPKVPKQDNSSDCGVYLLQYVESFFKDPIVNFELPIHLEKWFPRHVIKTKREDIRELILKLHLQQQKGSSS
SENP6 block: SENP6 protease inhibitors, primary screen, biochemical, luminescence, uHTS; AID 2599, 2010; Recombinant SENP6 catalytic domain, aminoluciferin luminescence; actives 1.8% (n = 330,000); inhibition, % at 10 µM;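 active = inhibition above about 50% at the single tested dose, limit read from the data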;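 note: plate controls were DMSO wells with enzyme for no effect and DMSO wells lacking enzyme for full effect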
APOBEC3G inh: APOBEC3G DNA deaminase inhibitors, primary screen, biochemical, fluorescence, single-stranded DNA substrate, uHTS | recombinant A3G, ssDNA deamination FAM/TAMRA fluorescence | inhibition, % at 20 µM | actives 0.28% (n = 330,000);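 active = inhibition of at least 40% at 20 µM, with no more than 30% in the related APOBEC3A deaminase screen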;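 note: plate controls were DMSO wells with A3G for no effect and wells lacking A3G enzyme for full effect; some compounds called inactive have numbers as strong as hits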
Apaf1 inhib: inhibitors of human Apaf-1 apoptosome, primary screen, biochemical, DEVD-Rh110 fluorescence, uHTS; Apoptotic protease-activating factor 1 (Homo sapiens), O14727; reconstituted apoptosome caspase-3 activity; actives 0.71% (n = 330,000); AID 489030, 2010; inhibition, % at 20 µM; active = inhibition of at least 40% at 20 µM;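 note: plate controls were DMSO wells for no effect and DEVD-CHO caspase inhibitor wells for full effect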
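Material: reconstituted apoptosome with Apaf-1, cytochrome c, caspase-9, procaspase-3, dATP; medium: pH 7.5 Hepes buffer with CHAPS, BSA, DTT; also added: cytochrome c and DEVD-Rh110 substrate; timing: 30 min plus 50 min, RT; signal: Rh110 fluorescence intensity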
SENP1 FRET inh: human SENP1 catalytic domain inhibitors, primary screen, biochemical, FRET, uHTS. Sentrin-specific protease 1 (Homo sapiens), Q9P0U3. recombinant SENP1 catalytic domain, CyPet-SUMO1-YPet FRET cleavage. inhibition, % at 10 µM. actives 0.21% (n = 360,000). AID 624204, 2012;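 active = inhibition at least 30% at 10 µM, raw YFP signal under a set limit, fluorescence ratio 0.5 to 1.5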;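 note: 0% = enzyme with DMSO and 100% = no enzyme wells; some results filed as inactive read as strong as hits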
Target sequence (Q9P0U3 419-644 limits assumed): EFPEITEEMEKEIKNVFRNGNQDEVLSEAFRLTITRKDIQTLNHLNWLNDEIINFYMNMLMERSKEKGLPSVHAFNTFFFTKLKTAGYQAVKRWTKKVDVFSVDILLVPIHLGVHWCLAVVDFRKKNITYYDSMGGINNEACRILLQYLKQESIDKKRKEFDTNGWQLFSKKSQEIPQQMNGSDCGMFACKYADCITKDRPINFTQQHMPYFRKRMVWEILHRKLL
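System: Recombinant human SENP1 catalytic domain, His6-tagged | Incubation: Enzyme reaction for 50 min at room temperature, dark | Medium: Tris pH 8 with BME, BSA, NP40 and catalase | Also added: 25 nM SUMO1 FRET substrate | Compound: 10 µM single point, 0.5% DMSO | Measured by: FRET fluorescence in CFP and YFP emission channels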
SENP8 block-1: human SENP8 protease inhibitors, primary screen, biochemical, fluorescence, Nedd8 protein substrate, uHTS; Sentrin-specific protease 8 (Homo sapiens), Q96LD8; recombinant SENP8; inhibition, % at 20 µM; actives 0.64% (n = 360,000); AID 602440, 2012; in the data active = inhibition mostly above about 40%, no sharp cut-off; inactive = mostly below about 27%
Target sequence (Q96LD8 whole entry, looked up): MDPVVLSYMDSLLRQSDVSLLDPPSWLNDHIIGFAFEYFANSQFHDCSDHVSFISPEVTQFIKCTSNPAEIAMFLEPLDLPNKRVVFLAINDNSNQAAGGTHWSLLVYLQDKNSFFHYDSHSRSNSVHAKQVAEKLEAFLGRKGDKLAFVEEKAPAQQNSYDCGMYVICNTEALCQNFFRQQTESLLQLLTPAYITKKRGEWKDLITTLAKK
SENP8 block-2: SENP8 protease inhibitors, primary screen, biochemical, luminescence; purified SENP8, Z-RLRGG-aminoluciferin cleavage; AID 2540, 2010; actives 1.2% (n = 330,000); Sentrin-specific protease 8 (Homo sapiens), Q96LD8; inhibition, % at 10 µM; in the data active = inhibition above about 50%
Active calls of the source: *; · = not tested or not shown.

SMILES	UBC13 inh	SENP7 block	SENP6 block	APOBEC3G inh	Apaf1 inhib	SENP1 FRET inh	SENP8 block-1	SENP8 block-2
FC(F)(F)c1ccc(Cl)c(NC(=S)NC2CC2)c1	3	7	-7	-6	-12	3	-1	-4
CCCn1c(N)c(C(=O)CSc2ncc(C(F)(F)F)cc2Cl)c(=O)[nH]c1=O	4	-2	-4	-2	17	-4	2	1
CCCCC(=O)NC(NC(=S)N1CCOCC1)C(Cl)(Cl)Cl (stereo unspecified)	-4	12	-3	-2	-7	3	7	-1
C/C(CC(=O)NCc1ccccc1)=N\NC(=O)c1cnccn1	-1	8	-8	-12	-9	1	24	-2
Cc1cccc(Nc2ncnc3onc(-c4cccc(Cl)c4)c23)c1	15	-5	1	-13	9	2	-8	-2
O=c1ccn(CCc2c[nH]c3ccccc23)c2c1CCCC2	8	10	6	-2	-7	-5	-28	-4
Cc1ccc(-n2ccnc(SCC(=O)NC3CCCC3)c2=O)cc1F	10	0	-10	0	5	2	-441	-4
Cc1ccc2nc(NCCNC(=O)c3ccccc3)c(C#N)cc2c1	3	3	2	-7	-5	-32	-498	-1
Cc1cc(NC(=O)CSCc2ccccc2)no1	7	-7	-5	-3	-6	2	27	6
O=C(c1ccc(=O)[nH]n1)N1CCc2ccccc2C1	6	3	-19	-6	-5	3	7	3
COc1ccc(/C(C#N)=C/c2cccnc2)cc1	1	-3	-11	0	5	0	-266	-14
CC(=O)Nc1ccc(S(=O)(=O)Nc2nccc(C)n2)cc1	2	-10	-1	1	1	-2	5	-1
O=S(=O)(CC12C3C4C5C1C2C(Br)(C43)C51OCCO1)c1ccccc1 (stereo unspecified)	2	-2	1	-2	3	2	9	1
COc1ccc(Cn2c(CCC(=O)O)nc3cccnc32)cc1	0	-1	-9	-7	-5	1	12	4
O=C(NC1=NCCS1)C1CC(=O)N(c2ccccc2)C1 (stereo unspecified)	9	-1	0	-3	-10	-1	2	0
CC(C)C[C@@H](COc1ccccc1)N1CCN(CCc2ccccc2)CCC1=O	4	-7	-3	0	14	0	14	-6
CC1(C)C[C@H](O)[C@]2(CO)[C@H](O)C[C@]3(C)C(=CCC4[C@@]5(C)CC[C@H](O)C(C)(C)C5CC[C@]43C)[C@@H]2C1 (stereo partly specified)	-10	2	-7	-1	13	2	13	-1
Cc1cc(C(=O)Nc2ccccc2N2CCOCC2)c(C)o1	-1	-10	6	-2	-21	2	5	7
CCCc1nc2ccccc2c(C(=O)OCC(=O)N2CCc3ccccc32)c1CC	-15	-2	-9	-2	14	-1	3	-2
Cc1ccc(S(=O)(=O)N(C)c2ccc(OC(C)C(=O)N3CCCC3)cc2)cc1C (stereo unspecified)	-7	12	-28	-7	10	4	6	-13
COc1ccc(C2CC(c3cccs3)=NN2C(=O)CSC2=NN3CCCC(=O)N=C3S2)cc1 (stereo unspecified)	0	6	-4	2	19	-2	-294	-8
CN(CC(=O)Nc1cccc(S(=O)(=O)N2CCCC2)c1)Cc1ccccc1	6	-1	2	-4	1	0	-2	0
CSCCC(NC(=O)c1ccco1)C(=O)NCc1ccc(F)cc1 (stereo unspecified)	9	-1	-5	-6	-11	0	7	0
O=C(Cc1ccc(Br)cc1)OCC(=O)N1CCCCCC1	-2	-5	7	5	8	0	7	0
Cc1ccc(CCNC(=O)C2CCC(=O)N2C2CCCC2)cc1 (stereo unspecified)	-3	0	-17	-3	-17	1	6	-4
CCOC(=O)c1cnc2ccc(C)cc2c1Sc1ccccc1C(=O)OC	-6	7	-17	-4	20	0	11	-1
CC1SCC(=O)N(CC(=O)NCc2ccccc2)C1=O (stereo unspecified)	-1	4	4	-3	-1	2	16	5
COc1cc(C=O)ccc1OCCOc1ccccc1[N+](=O)[O-]	18	-6	-11	-10	-7	2	19	-6
CN(CCCNC(=O)Cn1cc2c(n1)CCCC2)C1CCCCC1	6	-11	-9	-9	8	-1	16	-13
CCOC(=O)Nc1ccc(C(=O)/C=C/c2ccccc2)cc1	13	-11	9	-6	-11	1	22	-27
CCO/C=C1/C(=O)N(C(C)=O)c2ccccc21	-7	-8	-12	-8	-9	1	16	-6
CC1(C)C[C@@H]2C[C@@](C)(CN2C(=O)c2cc(COc3cccc(C(F)(F)F)c3)on2)C1	-5	2	-12	-3	34	0	2	-8
O=C1C(=O)N(c2ccccc2)c2ccccc21	-11	-4	2	-4	-1	1	16	7
O=C(NC(=S)Nc1cccc([N+](=O)[O-])c1)c1ccco1	3	4	-6	-3	-9	1	12	-4
Cc1cccc(NC(=O)Cc2ccc(F)cc2)c1	8	-5	-13	-6	-2	5	42*	-13
CCOc1nc(C)nc(NC(=O)NS(=O)(=O)c2ccccc2Cl)n1	-1	-4	5	1	-6	-1	7	2
CN(C)c1ccc(/C=N/N2C(=O)c3ccccc3C2=O)cc1	12	91*	-3	-5	-19	-10	26	72*
CN(N)C(=S)Nc1ccc(Cl)cc1	-2	3	-3	-2	-6	3	14	-3
Cc1c(NC(=O)c2c(N)n(-c3ccccc3)c3nc4ccccc4nc23)c(=O)n(-c2ccccc2)n1C	-3	-3	11	-1	1	·	·	-4
Nc1nc(NCCOCCO)nc(NCc2ccccc2)c1[N+](=O)[O-]	-1	1	-2	-7	6	2	14	-5
O=C(O)C1CCN(C(=O)c2ccc(Cl)cc2)CC1	-6	-6	-4	-6	-12	0	11	2
Cc1ccc(NC(=O)N/C=C/c2ccccc2)cc1	2	2	11	-7	2	1	9	-3
O=C(COC(=O)c1ccncc1)Nc1cc(S(=O)(=O)N2CCOCC2)ccc1Cl	-5	6	3	-6	-7	-11	-58	-2
O=C(c1ccc(S(=O)(=O)N2CCCC2)cc1)N1CCCC(C(F)(F)F)C1 (stereo unspecified)	4	2	0	-7	1	-1	-2	-1
Cc1ccccc1C(=O)NNC(=O)C(=O)N1CCCCC1	10	1	-11	-6	0	2	-3	-3
C/C(=N\NC(=O)c1ccc(Cn2cc([N+](=O)[O-])cn2)o1)c1cccc(NC(=O)C(C)C)c1	2	-2	0	-6	-9	0	17	1
CN(C)S(=O)(=O)Oc1ccsc1C(=O)Nc1ccc(Cl)cc1	8	-9	0	-3	17	3	4	0
O=C(NN/C(=N/S(=O)(=O)c1ccc(Cl)cc1)c1ccccc1)c1ccc(O)cc1	14	97*	96*	1	-12	0	-60	95*
O=P(OC1CCCCC1)(OC1CCCCC1)C(O)c1cccnc1 (stereo unspecified)	3	5	-1	-3	-12	2	27	10
CN(Cc1cnccn1)C(=O)CC1C(=O)NCCN1Cc1cccc(F)c1 (stereo unspecified)	-5	1	5	-5	-6	-9	-56	-5

Part of the list above in order of count of non-hydrogen atoms, largest number first:
SMILES	UBC13 inh	SENP7 block	SENP6 block	APOBEC3G inh	Apaf1 inhib	SENP1 FRET inh	SENP8 block-1	SENP8 block-2
Cc1c(NC(=O)c2c(N)n(-c3ccccc3)c3nc4ccccc4nc23)c(=O)n(-c2ccccc2)n1C	-3	-3	11	-1	1	·	·	-4
C/C(=N\NC(=O)c1ccc(Cn2cc([N+](=O)[O-])cn2)o1)c1cccc(NC(=O)C(C)C)c1	2	-2	0	-6	-9	0	17	1
CC1(C)C[C@@H]2C[C@@](C)(CN2C(=O)c2cc(COc3cccc(C(F)(F)F)c3)on2)C1	-5	2	-12	-3	34	0	2	-8
O=C(NN/C(=N/S(=O)(=O)c1ccc(Cl)cc1)c1ccccc1)c1ccc(O)cc1	14	97*	96*	1	-12	0	-60	95*
CN(Cc1cnccn1)C(=O)CC1C(=O)NCCN1Cc1cccc(F)c1 (stereo unspecified)	-5	1	5	-5	-6	-9	-56	-5
O=C(c1ccc(S(=O)(=O)N2CCCC2)cc1)N1CCCC(C(F)(F)F)C1 (stereo unspecified)	4	2	0	-7	1	-1	-2	-1
Nc1nc(NCCOCCO)nc(NCc2ccccc2)c1[N+](=O)[O-]	-1	1	-2	-7	6	2	14	-5
O=P(OC1CCCCC1)(OC1CCCCC1)C(O)c1cccnc1 (stereo unspecified)	3	5	-1	-3	-12	2	27	10
CN(C)c1ccc(/C=N/N2C(=O)c3ccccc3C2=O)cc1	12	91*	-3	-5	-19	-10	26	72*
Cc1ccccc1C(=O)NNC(=O)C(=O)N1CCCCC1	10	1	-11	-6	0	2	-3	-3
O=C(NC(=S)Nc1cccc([N+](=O)[O-])c1)c1ccco1	3	4	-6	-3	-9	1	12	-4
Cc1ccc(NC(=O)N/C=C/c2ccccc2)cc1	2	2	11	-7	2	1	9	-3
Cc1cccc(NC(=O)Cc2ccc(F)cc2)c1	8	-5	-13	-6	-2	5	42*	-13
O=C1C(=O)N(c2ccccc2)c2ccccc21	-11	-4	2	-4	-1	1	16	7
CN(N)C(=S)Nc1ccc(Cl)cc1	-2	3	-3	-2	-6	3	14	-3

New compounds follow:
SMILES	UBC13 inh	SENP7 block	SENP6 block	APOBEC3G inh	Apaf1 inhib	SENP1 FRET inh	SENP8 block-1	SENP8 block-2
CC(=O)Nc1ccc(NC(=O)C2CC(=O)Nc3ncnn32)cc1 (stereo unspecified)	-1	2	11	-2	-17	0	10	6
CCCNS(=O)(=O)c1ccc(OCC(=O)NCCCOC)cc1	-4	-2	-21	1	7	-1	6	2
CCOC(=O)C1(CCOc2ccccc2)CCN(Cc2cccc3nonc23)CC1	3	5	-16	-8	17	4	9	5
Cc1cc(=O)[nH]c(SCC(=O)Nc2cccc(C(F)(F)F)c2)n1	12	7	-8	-4	-2	1	14	0
CCCn1nc(C(=O)Nc2ccc3c(c2)OCCO3)c2ccccc2c1=O	12	6	-8	-7	12	3	19	-4
CC1CN(C(=O)COC(=O)c2ccc(S(=O)(=O)N(C)C)cc2)CC(C)O1 (stereo unspecified)	1	2	-10	-7	-4	-1	16	1
CCOC(=O)CON1C(=O)C(C)(C)N(OCC(=O)OCC)C(=O)C1(C)C	-11	-5	4	-6	5	2	4	-2
Nc1ccccc1C(=O)N=Nc1[nH]c(N)c2ccccc12	-12	2	12	-4	-12	0	-234	7
Cc1noc(C)c1COC(=O)Cc1ccc(Cl)cc1	4	-2	-9	0	-4	0	21	-5
CC(=O)N1CCN(C(=O)CSc2nc3c(cnn3-c3ccccc3)c(=O)[nH]2)CC1	-7	-7	3	-4	4	-1	26	-4
CCOC(=O)C1CCN(C(=S)Nc2cccc(C)c2C)CC1	6	0	-4	-11	-1	3	10	0
